# Bioassay records: PubChem, several laboratories
# MEKK2 mut-MEK5: signal of MEK5 binding to mutant human MEKK2 PB1 domain | AID 1530 | 0.35% of 290,000 active | bead flow cytometry, Alexa488-MEK5 binding to MEKK2 mutant | percent response, % at 10 µM; in the data active = percent response above about 24%, passing the limit was not always enough; also: inactives centre near 1; some results filed as inactive read as strong as hits; reference of the scale not given here
# M18AAP inhibitor: PfM18AAP enzyme inhibition. recombinant PfM18AAP, H-Glu-NHMec fluorogenic cleavage. inhibition, % at 7.35 µM. 1.2% of 290,000 active. AID 1822;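 active = inhibition above the campaign mean inhibition over all tested compounds plus 3 SD, cut at about 28% in these data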;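 also: 0% = plate median of test compound wells and 100% = 2 mM ZnCl2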
# GPR7 antagonist: antagonists of human GPR7 (neuropeptides B/W receptor 1) | P48145 | GPR7-expressing cells, fluorescence antagonist assay | inhibition, % at 4.4 µM | 1.1% of 290,000 active; in the data active = inhibition above about 16%, passing the limit was not always enough;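 also: cells stimulated with the agonist NPW; 0% = agonist with vehicle and 100% = vehicle without agonist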
# Target sequence (P48145 whole entry, looked up): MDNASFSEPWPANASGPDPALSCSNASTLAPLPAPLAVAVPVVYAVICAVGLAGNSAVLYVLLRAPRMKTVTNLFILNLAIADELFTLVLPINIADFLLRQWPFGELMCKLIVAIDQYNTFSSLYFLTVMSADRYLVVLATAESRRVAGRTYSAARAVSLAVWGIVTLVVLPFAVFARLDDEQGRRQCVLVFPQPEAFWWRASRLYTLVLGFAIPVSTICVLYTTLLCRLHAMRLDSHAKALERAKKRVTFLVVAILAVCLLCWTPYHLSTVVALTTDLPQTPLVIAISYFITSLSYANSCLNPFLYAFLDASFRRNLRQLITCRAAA
# MEKK2 WT-MEK5: raises or lowers MEK5 binding to wildtype human MEKK2 PB1 domain. AID 1531. Q9Y2U5. binding response (% of control), % at 10 µM. 1.1% of 290,000 active. bead flow cytometry, Alexa488-MEK5 binding to MEKK2 WT; actives lie on both sides; in the data active = binding response below about 67% or above about 130%
# DNA FID counter: displaces DNA intercalator in HCV helicase counter-screen; DNA fluorescent intercalator displacement, fluorescence; inhibition, % at 7.9 µM; 0.17% of 290,000 active; AID 1845; in the data active = inhibition above about 37%;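 also: 0% = vehicle and 100% = reference compound; higher means more ethidium bromide displaced from hairpin DNA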
# NALP1 inh: blocks the NALP1 inflammasome reconstituted in yeast; S. cerevisiae NALP1/ASC/caspase-1 growth, X-gal OD620, 72 h; inhibition, % at 10 µM; 0.61% of 280,000 active; AID 2071; in the data active = inhibition mostly above about 24%, no sharp cut-off; inactive = mostly below about 32%; also: some compounds called inactive have numbers as strong as hits
# OXTR ag: agonists of human oxytocin receptor. 0.32% of 320,000 active. P30559. CHO-OTR cells, Fluo-8 calcium fluorescence; normalized: DMSO 0%, oxytocin 100%. activation, % at 3 µM. AID 2435;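 active = activation above the mean of all tested compounds plus 3 SD, cutoff set per screening run, cut at about 20% in these data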;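 also: peak over basal fluorescence ratio from a 100 s FLIPR kinetic read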
# Target sequence (P30559 whole entry, looked up): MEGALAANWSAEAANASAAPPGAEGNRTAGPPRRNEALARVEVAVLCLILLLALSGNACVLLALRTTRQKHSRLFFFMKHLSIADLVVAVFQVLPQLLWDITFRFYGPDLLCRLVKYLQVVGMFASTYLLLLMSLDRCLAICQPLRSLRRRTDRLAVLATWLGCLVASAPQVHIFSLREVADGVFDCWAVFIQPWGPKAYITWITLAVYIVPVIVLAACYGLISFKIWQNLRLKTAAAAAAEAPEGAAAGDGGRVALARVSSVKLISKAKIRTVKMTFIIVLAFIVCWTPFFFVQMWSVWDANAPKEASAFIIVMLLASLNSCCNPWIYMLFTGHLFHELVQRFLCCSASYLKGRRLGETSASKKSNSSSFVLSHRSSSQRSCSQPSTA
# MEKK3 PB1 HTS: MEKK3-MEK5 PB1 interaction, increase or decrease | Q99759 | bead-based flow cytometry, Alexa488-MEK5 binding to MEKK3; actives lie on both sides; 0 = blocked by unlabeled MEK5, 100 = vehicle | binding response (% of control), % at 10 µM | 1.4% of 290,000 active;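 active = binding response more than 3 SD above or below the average of its plate-row segment, actives on both sides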;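 also: Alexa488 bead fluorescence after subtracting the streptavidin-only scavenger bead signal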
# PHOSPHO1 inh: inhibitors of human PHOSPHO1 phosphatase; inhibition, % at 13.3 µM; Q8TCT1; recombinant PHOSPHO1, absorbance phosphatase assay; 1.1% of 290,000 active; in the data active = inhibition above about 60%
# Target sequence (Q8TCT1 whole entry, looked up): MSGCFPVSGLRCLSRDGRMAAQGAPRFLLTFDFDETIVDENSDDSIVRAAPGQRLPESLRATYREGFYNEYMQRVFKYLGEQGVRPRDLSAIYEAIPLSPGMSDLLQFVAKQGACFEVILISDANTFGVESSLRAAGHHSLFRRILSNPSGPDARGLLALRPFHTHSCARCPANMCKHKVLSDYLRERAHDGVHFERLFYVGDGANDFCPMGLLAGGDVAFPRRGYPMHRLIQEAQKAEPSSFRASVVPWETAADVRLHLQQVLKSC
# Starred values were filed as active, the others as inactive; x = not tested or not shown; [ ] = remark or other dose.
SMILES	GPR7 antagonist	MEKK2 WT-MEK5	M18AAP inhibitor	MEKK2 mut-MEK5	DNA FID counter	NALP1 inh	PHOSPHO1 inh	OXTR ag	MEKK3 PB1 HTS
COc1ccc(-c2noc(N3CCC(C(=O)Nc4ccc(F)cc4)CC3)n2)cc1	-6	96	3	-4	-21	17	28	3.4	100
CCn1c(SCC(=O)NC2CC2)nnc1-c1ccccn1	-4	100	-11	0	-3	20	28	0.7	101
Cc1oc(C(C)(C)C)cc1C(=O)NCc1ccc2c(c1)OCO2	-8	100	5	6	-25	-12	38	-2.3	103
COc1ccc(NC(=O)NC2(C)CCS(=O)(=O)C2)cc1 (stereo unspecified)	-5	104	-3	4	-6	16	22	x	101
Cc1ccc(Cn2c(Sc3nnc(C)s3)nc3c2c(=O)[nH]c(=O)n3C)cc1	-15	112	5	14	-15	26	-1	-0.8	108
Cc1c(C(=S)Nc2ccccc2)cnn1-c1ccc([N+](=O)[O-])cc1	10	4.0*	-5	8	-1	19	-4	4.6	92
COCC(=O)Nc1cc(Cl)c(OC)cc1OC	-6	91	2	-3	-4	25	-23	-1.2	91
CCOC(=O)Nc1ccc2c(c1)N(C(=O)N(C)C)c1ccccc1CC2	-3	103	-10	0	-31	-10	-16	-0.6	100
CC(OC1=CC(=O)CCC1)C(=O)c1ccccc1 (stereo unspecified)	-5	95	1	-5	-2	-6	-20	1.0	97
O=C(C1=C[C@H](c2ccccc2)C[C@H](OCCCCO)O1)N1CCN(Cc2ccc3c(c2)OCO3)CC1	4	94	1	-2	-26	2	32	0.9	94
O=[N+]([O-])c1ccccc1/C=C/C=N/Nc1ccc(S(=O)(=O)Nc2ccc(Cl)cc2)cc1[N+](=O)[O-]	-6	67	1	-14	2	7	25	-0.1	75
COc1ccc2nc(NC(=O)c3cccs3)sc2c1	-11	100	-3	-4	-4	17	3	-2.4	93
CC(=O)NCCNc1nc2c(-c3cccc(C(F)(F)F)c3)nnn2c2ccccc12	-9	103	2	6	-3	4	16	0.5	102
COc1ccccc1CNC(=O)c1ccc(NS(=O)(=O)c2cccs2)cc1	-4	97	-1	-7	-14	-2	0	0.9	95
CCS(=O)(=O)c1ccc2oc(Nc3cccc(OC)c3)nc2c1	-13	96	8	-2	8	8	7	0.3	103
CC(=O)c1cccc(CN2CCCC(C(=O)c3ccc4c(c3)OCO4)C2)c1 (stereo unspecified)	10	104	14	-4	14	-3	28	-0.4	106
CCCCNC(=O)O[C@@H]1C[C@H]2CCCC(=O)N3CC[C@@H](C1)[C@@H]23	10	99	-2	-2	-19	4	-2	0.1	97
Fc1ccc(Nc2c3c(nc4ccccc24)CCC3)cc1	-3	112	6	4	4	19	28	6.6	104
CC(=O)Nc1ccc(-c2nc3ccccc3o2)cc1	3	106	5	28*	-7	12	30	1.1	103
COc1cccc(NC(=O)CSc2c3c(nc4ccccc24)CCCC3)c1	10	106	9	3	-18	25	-20	-2.1	106
Cn1cnnc1SCC(=O)Nc1ccccc1C(=O)NC1CCCC1	-3	68	4	-10	-2	2	-12	-0.7	69
Cc1ccc(NC(=O)C(c2ccccc2)c2ccccc2)c(O)c1	-12	95	2	-6	-8	21	32	3.8	99
C/C(=N\NC(=O)Cc1c(F)cccc1Cl)c1cccnc1	-2	98	-16	-4	-17	9	-19	x	98
COc1ccc(OCCN2CCN(C(=O)c3ccc(OC(F)F)c(OC)c3)CC2)cc1	-5	99	6	-1	-27	14	14	5.6	104
CCC(C)Nc1nc(-c2ccccn2)nc2ccccc12 (stereo unspecified)	-17	106	1	-3	-2	7	14	2.4	103
COC(=O)C1=C(N)OC2=C(C(=O)CC(C)(C)C2)C1c1cc2c(cc1Cl)OCO2 (stereo unspecified)	-1	101	-11	4	-25	-1	19	-2.1	104
CN1C(=O)/C(=C/c2ccccc2OCc2ccccc2F)NC1=S	5	x	-2	x	-4	0	-98	-2.4	x
NC(=O)C1(N2CCCCC2)CCN(C(=S)NCCc2ccccc2)CC1	-12	101	2	-2	-21	-8	-7	1.7	106
O=C(CN1CCCCCC1)Nc1cc(C(F)(F)F)ccc1Cl	-3	103	0	-3	-2	5	11	-1.9	104
Cc1ccc(C2=NN(C(=O)C3CCCO3)C(c3ccco3)C2)cc1 (stereo unspecified)	9	91	7	-9	-31	-12	6	-2.7	101
Brc1ccc(C2=CC(c3ccco3)n3ncnc3N2)cc1 (stereo unspecified)	5	106	21	3	-6	7	22	16	110
CCOC(=O)N1CCN(C(=O)C2CCCCC2)CC1	-6	104	7	3	-2	-10	21	0.0	107
CCCOc1ccc(CCCN=C(N)N)cc1Cl	-8	113	-2	13	12	-4	20	0.7	102
CCOC(=O)C1(Cc2ccccc2C(F)(F)F)CCN(C2CCN(C(C)=O)CC2)CC1	-13	111	-7	8	6	11	41	1.8	101
Cc1cc(NC(=O)CSc2nnc(-c3ccncc3)n2Cc2ccccc2)n(-c2ccccc2)n1	1	94	-7	-16	-30	x	41	-0.9	90
CSc1nsc(NC(=O)CCNC(=O)c2ccc([N+](=O)[O-])cc2)n1	-7	101	7	1	2	13	6	4.0	101
CCCCn1c(N)c(N(Cc2ccccc2OC)C(=O)c2c(CC)noc2C)c(=O)[nH]c1=O	-19	106	2	4	-26	11	14	-0.1	97
O=C(/C=C/c1ccc(F)cc1)NC(=S)NC1CCCCC1	-4	90	2	-12	-2	x	-6	-1.9	90
Cc1cc(C)n2nc(C(=O)NC(C)(C)C)nc2n1	-10	98	-15	-4	-6	-16	27	0.3	95
CCOc1ccc(N2CC(O)(c3ccc(F)cc3)[N+]3=C2CCCC3)cc1 (stereo unspecified)	-2	107	-1	5	6	31	13	0.1	100
CC(=O)N1CCc2cc(S(=O)(=O)N3c4ccccc4CC3C)ccc21 (stereo unspecified)	9	104	1	2	-3	6	11	11	102
O=C1NC(c2cccs2)Nc2sc3c(c21)CCCC3 (stereo unspecified)	-9	112	13	12	2	45	-4	0.7	112
COP1(=O)C=C[C@H](N(Cc2ccccc2)S(=O)(=O)c2ccccc2[N+](=O)[O-])[C@@H](C)O1 (stereo partly specified)	x	94	x	3	x	-12	27	1.4	94
COc1ccccc1-c1nnc2n1N=C(C)CS2	11	94	2	-6	1	20	74*	0.0	89
CCN1CCN(CCNC(=O)c2ccc3c(c2)N(Cc2cccc(Cl)c2)C(=O)c2ccccc2S3=O)CC1 (stereo unspecified)	2	123	-3	6	21	17	41	1.4	102
Nc1nonc1-n1nnc(C(=O)N/N=C/c2cccc(F)c2)c1-c1ccccc1	7	99	2	6	-10	10	-30	4.7	105
O=C(Nc1nc(-c2cc3ccccc3oc2=O)cs1)c1ccco1	1	107	9	13	1	x	13	-1.5	108
COc1ccccc1-c1nnc(NC(=O)c2ccc(S(=O)(=O)N3CCCC3)cc2)o1	-13	100	2	6	-56	2	23	-1.2	101
O=C(O)c1ccc(S(=O)(=O)c2ccc3c(c2)C(=O)N(CC2CCCO2)C3=O)cc1 (stereo unspecified)	17	97	-5	5	-7	5	-5	-0.5	101
Cc1cc2ncn(CC(O)COc3cccc(C(=O)O)c3)c2cc1C (stereo unspecified)	5	100	-3	2	-18	6	-10	0.5	100
O=C(c1ccc(Cl)cc1)N1CCCC(C(=O)N2CCc3ccccc3C2)C1 (stereo unspecified)	-8	97	2	-2	-34	x	60*	-1.6	97
CC1=NC(C)(C)Cc2ccccc21	-7	103	-5	1	1	12	-19	0.2	99
CCOc1ccc(Br)cc1S(=O)(=O)Nc1ccc(Cl)c(S(=O)(=O)N(CC)c2ccccc2)c1	-3	100	-5	-2	-9	32	-1	-0.4	102
COC(=O)CCC(=O)Nc1sc(C)c(C)c1C(N)=O	1	104	43*	4	3	12	90*	0.3	100
COc1ccccc1NC(=O)COc1ccccc1C(=O)c1cnn(-c2ccccc2)c1	-1	113	-4	6	-5	28	5	-1.2	95
O=C(Nc1c2c(nn1-c1cccc(Cl)c1)CS(=O)(=O)C2)c1cccs1	-2	81	11	-7	-12	35	22	5.1	82
Cc1[nH]n(-c2ccc([N+](=O)[O-])cc2)c(=O)c1C=NCCN1CCN(C(=O)c2ccccc2F)CC1	4	97	-9	-1	5	7	32	-0.5	100
Cc1cccc(N2CCN(C(=O)c3cc(S(=O)(=O)N4CCCC4)cn3C)CC2)c1C	8	100	0	2	-51	5	12	8.2	100
Cc1[nH]c(=O)[nH]c(=O)c1S(=O)(=O)N1CCCC1	-4	98	-6	2	3	21	22	0.0	101
CCOC(=O)c1nnn(-c2nonc2N)c1COc1cc(C)c(Cl)c(C)c1	5	97	8	4	-12	28	-10	0.1	102

# Individual results from above.
# `Cc1cc2ncn(CC(O)COc3cccc(C(=O)O)c3)c2cc1C` (stereo unspecified) in NALP1 inh → 6
# `O=C(Nc1c2c(nn1-c1cccc(Cl)c1)CS(=O)(=O)C2)c1cccs1` in DNA FID counter → -12
# `Cc1[nH]c(=O)[nH]c(=O)c1S(=O)(=O)N1CCCC1` in OXTR ag → 0.0

# Returning to the listing with the two entries that preceded the break.
SMILES	GPR7 antagonist	MEKK2 WT-MEK5	M18AAP inhibitor	MEKK2 mut-MEK5	DNA FID counter	NALP1 inh	PHOSPHO1 inh	OXTR ag	MEKK3 PB1 HTS
Cc1[nH]c(=O)[nH]c(=O)c1S(=O)(=O)N1CCCC1	-4	98	-6	2	3	21	22	0.0	101
CCOC(=O)c1nnn(-c2nonc2N)c1COc1cc(C)c(Cl)c(C)c1	5	97	8	4	-12	28	-10	0.1	102
COn1c(SCc2ccccc2)nc2ccccc2c1=O	4	94	-1	-10	-7	10	27	-2.1	96
Cc1ccccc1NC(=O)c1c(C)cc(=O)oc1C	-7	88	3	-19	-2	x	44	0.5	91
CCOC(=O)C1(CCOc2ccccc2)CCN(Cc2cnc(SC)nc2)CC1	0	109	0	4	-9	6	32	0.1	103
CC(=O)c1ccc(N2CCN(S(=O)(=O)c3cc4c(cc3C)NC(=O)CO4)CC2)cc1	-15	0.0*[inhibitor]	-3	-21	-26	13	-6	6.8	1.0*[inhibitor]
CNC(=O)c1nc(C)c(C2(C)CC(c3ccccc3)=NO2)s1 (stereo unspecified)	x	100	x	6	x	x	34	7.3	113
CCCCNC(=O)c1ccc(Cn2c(=S)[nH]c3c([nH]c4ccc(OC)cc43)c2=O)cc1	-4	103	1	0	-7	3	-8	0.2	118
COc1cccc(CNC(=O)CN2C(=O)COc3ccc(S(=O)(=O)N4CCCCCC4)cc32)c1	0	100	1	-19	-44	10	2	-2.7	86
CCOC(=O)N1CCN(c2c(NCCOC)c(=O)c2=O)CC1	-11	112	-3	11	-4	47	15	0.2	108
CCC(=Nc1ccc(Cc2ccncc2)cc1)c1c(O)n(C)c(=O)n(C)c1=O	4	105	-3	-3	3	21	3	x	105
CC(=O)Nc1cc2nn(-c3ccccc3)nc2cc1C	1	104	1	2	-6	6	22	0.8	103
O=C(/C=C/c1ccc(Cl)cc1)NCCCN1CCOCC1	-2	103	-3	0	6	20	38	0.1	104
COc1ccc(S(=O)(=O)N2CCC(N3CCCCC3)CC2)cc1	-1	109	2	5	11	16	22	-0.6	99
CCn1c(C2CC(=O)N(c3ccc(C)c(C)c3)C2)nc2ccccc21 (stereo unspecified)	0	106	4	7	-15	x	3	2.0	108
CCOc1ccccc1NC(=O)CCS(=O)(=O)c1cccs1	-6	110	-2	10	-7	8	35	0.3	106
Cc1cc(C)c(NC(=O)CCCN2CCCC2)c(C)c1	-15	97	-3	-3	-15	8	23	1.1	99
CCCCn1c(-c2ccc(C(C)(C)C)cc2)nc2cc3[nH]c(=O)c(C(C)C)nc3cc21	1	69*[inhibitor]	-6	-11	-20	1	10	-0.3	93
